Screening results as filed in PubChem.
TbHK1 inh = T. brucei hexokinase 1 inhibition; AID 1430; 220,000 compounds, 0.11% hits; recombinant TbHK1, G6PDH-coupled NADH A340; inhibition, % at 10 µM;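 active = inhibition of 50% or more in the single-dose primary screen; inactive = inhibition below 50%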
Runt-SMMHC FRET = blocks binding of human RUNX1 Runt domain to CBFb-SMMHC | Q01196+Q13951 | Cerulean-Runt/Venus-CBFb-SMMHC FRET ratio 530/480, 1 h | inhibition, % at 20 µM | 220,000 compounds, 0.74% hits;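 active = mean inhibition across duplicate retests at 20 µM reaching about 50%, limit read from the data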;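 note: 0% = DMSO wells and 100% = wells with excess untagged CBFb-SMMHC; inhibitors lower the FRET ratio by blocking Runt binding to CBFb-SMMHC; some results filed as inactive read as strong as hits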
zVAD death inh = blocks zVAD induced death of L929 cells | L929 zVAD necroptosis rescue, ATP luminescence, 24 h; with zVAD 60 µM | viability rescue, % at 10 µM | 220,000 compounds, 0.38% hits | AID 1377;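 active = activation, scaled between plate controls, above about 75%, limit read from the data; inactive = activation under that limit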;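 note: 0% = zVAD with DMSO and 100% = DMSO alone without zVAD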
p47phox inh = inhibitors of human p47phox binding; p47phox/p22phox peptide binding, fluorescence polarization, 2 h; inhibition, % at 24.7 µM; P14598; 220,000 compounds, 0.53% hits;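 active = inhibition above about 30%, limit read from the data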;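 note: 0% = p47phox with labelled peptide and 100% = labelled peptide alone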
Mdm2 ligase inh = inhibitors of human Mdm2 E3 ubiquitin ligase; Q00987; cell-based MDM2 ubiquitination luciferase reporter, 2 h; 0 = plate control, 100 = twice control, blank-subtracted; signal enhancement, % at 5 µM; 210,000 compounds, 0.11% hits; AID 1230;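 active = signal enhancement of 30% or more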;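 note: luminescence tracks abundance of the self-degrading MDM2-luciferase fusion protein; higher signal means inhibition of MDM2 E3 ligase activity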
Target sequence (Q00987 whole entry, looked up, the tested form may be a part): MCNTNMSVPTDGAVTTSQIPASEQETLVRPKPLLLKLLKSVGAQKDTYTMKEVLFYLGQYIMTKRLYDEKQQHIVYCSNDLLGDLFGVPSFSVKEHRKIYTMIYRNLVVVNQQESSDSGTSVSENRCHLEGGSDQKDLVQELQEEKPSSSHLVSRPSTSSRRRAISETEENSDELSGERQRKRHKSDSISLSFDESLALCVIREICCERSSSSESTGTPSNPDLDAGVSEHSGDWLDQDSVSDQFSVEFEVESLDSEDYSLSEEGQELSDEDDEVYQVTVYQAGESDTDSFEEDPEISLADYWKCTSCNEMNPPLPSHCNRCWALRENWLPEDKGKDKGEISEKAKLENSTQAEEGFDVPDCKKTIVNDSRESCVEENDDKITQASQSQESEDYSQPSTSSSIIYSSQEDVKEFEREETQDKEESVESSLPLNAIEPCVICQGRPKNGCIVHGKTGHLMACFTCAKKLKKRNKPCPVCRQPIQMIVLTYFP
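Buffer or medium: Cells held in DMEM | Assay system: Stable mammalian line carrying autodegrading MDM2–luciferase fusion reporter | Quantity: 2000 cells/well | Times: 4 h settle plus 2 h compound, 37 °C | Doses: One concentration, 5 µM, with 0.2% DMSO | Technique: Luminescence with SteadyLite reagent, 15 min at room temperature | Benchmarks: Plate controls and plate blanks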
14-3-3 Bad PPI = disrupts binding of bovine 14-3-3 zeta to phospho-Bad peptide; TR-FRET 14-3-3zeta/Dy647-pBad peptide displacement, 1 h; 220,000 compounds, 0.71% hits; inhibition, % at 21.7 µM; P63103;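 active = inhibition above about 70%, limit read from the data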;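 note: 0% = full 14-3-3 plus peptide FRET controls and 100% = background without 14-3-3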
Runt-CBFb FRET = Runt domain-CBFb interaction inhibition. Cerulean-Runt/Venus-CBFb FRET ratio 530/480, 1 h. inhibition, % at 20 µM. Q01196+Q13951. 220,000 compounds, 0.46% hits;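 active = inhibition over about 50% at 20 µM in the single-dose screen, limit read from the data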;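 note: 0% = DMSO wells and 100% = excess unlabeled CBFb competitor control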
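System: Cerulean-labeled Runt domain protein | Quantity: 100 nM of each labeled protein | Schedule: 1 h compound exposure, room temperature | Detection: Fluorescence energy transfer, 422 nm excitation, 530/480 nm emission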
Hck Nef HTS = blocks Nef-activated human Hck kinase; 220,000 compounds, 0.68% hits; AID 463187; Recombinant Hck-YEEI plus Nef, Z-Lyte FRET kinase assay; P08631; inhibition, % at 20 µM;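 active = Hck-Nef kinase inhibition above about 50%, limit read from the data; inactive = inhibition below that limit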;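 note: 0% = DMSO with Hck plus Nef and 100% = Hck alone without Nef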
Target sequence (P08631 whole entry, looked up): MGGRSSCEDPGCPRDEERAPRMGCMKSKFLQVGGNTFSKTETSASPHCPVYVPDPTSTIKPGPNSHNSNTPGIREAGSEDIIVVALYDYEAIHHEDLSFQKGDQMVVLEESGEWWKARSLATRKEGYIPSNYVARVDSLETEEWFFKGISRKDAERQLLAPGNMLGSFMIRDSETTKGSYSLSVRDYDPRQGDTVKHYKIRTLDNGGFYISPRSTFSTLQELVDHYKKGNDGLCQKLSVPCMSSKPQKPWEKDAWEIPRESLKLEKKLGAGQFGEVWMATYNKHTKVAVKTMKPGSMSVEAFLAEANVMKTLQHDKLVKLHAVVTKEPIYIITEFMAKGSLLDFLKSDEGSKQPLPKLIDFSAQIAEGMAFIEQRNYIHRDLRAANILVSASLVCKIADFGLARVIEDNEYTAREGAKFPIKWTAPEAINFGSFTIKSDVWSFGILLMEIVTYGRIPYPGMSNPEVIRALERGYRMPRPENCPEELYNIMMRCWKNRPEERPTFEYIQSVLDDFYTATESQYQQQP
EBV gp42 inh = inhibitors of Epstein-Barr virus glycoprotein 42; Fluorescence polarization binding assay, mP read-out; 220,000 compounds, 0.42% hits; inhibition, % (tested at 21.74 µM); Q1HVG2; in the data active = inhibition above about 50%
Active calls of the source: *; . = not tested or not shown; [ ] = remark or other dose. The list is partial (hit frequency here may not be typical).

nr	Compound	TbHK1 inh	Runt-SMMHC FRET	zVAD death inh	p47phox inh	Mdm2 ligase inh
1	Cc1cc(C=C2C(=O)NC(=S)NC2=O)c(C)n1C1CCCC1	3	9	-0.6	-27	-4
2	COc1ccc(CC2(CCc3ccncc3)C(=O)NC(=O)NC2=O)c(OC)c1	5	-6	-0.7	4	-90
3	O=C(O)CCC(=O)NCCC1=c2ccccc2=N/C1=C\c1c(O)n(Cc2ccc(F)cc2)c(=S)[nH]c1=O	45	58*	1.5	-238	-13
4	COc1ccc(NC(=S)NC(NC(=O)CF)C(Cl)(Cl)Cl)cc1[N+](=O)[O-] (stereo not drawn)	-5	2	0.2	-4	-5
5	CN1CCN(Cc2ccccc2Sc2ccccc2)CC1	7	0	0.1	-7	3
6	CC(=O)c1ccc2c(c1)C1C(Cl)C(Sc3ccccc3[N+](=O)[O-])CC1C(c1ccccc1)N2 (stereo not drawn)	-9	-20	0.0	-13	-10
7	CCC(CC)NCc1c[nH]c2ccccc12	-5	2	-1.9	-16	-8
8	OCCN(CC#CC(O)(c1ccccc1)C1CCCC1)CCO (stereo not drawn)	-2	2	0.2	2	-12
9	Cn1c(O)c(C=NCc2cccs2)c(=O)n(C)c1=O	0	1	0.7	-2	-18
10	O=C(c1ccco1)c1cn(Cc2ccc(Cl)cc2)c2ccccc12	-13	0	-0.7	-10	3
11	CC(=O)NC(C)Cc1ccccc1 (stereo not drawn)	-5	-2	0.2	-8	-16
12	C=CC(C)C(C(=O)c1ccccc1)N(C)C (stereo not drawn)	10	0	-0.5	-1	-34
13	O=C(CF)NC(Nc1cccc2cccnc12)C(Cl)(Cl)Cl (stereo not drawn)	-4	-7	-0.1	1	-6
14	O=c1[nH]c(=S)n(Cc2ccc(F)cc2)c(O)c1C=NCc1cccnc1	-61	2	0.2	-7	-2
15	c1ccc(C2NCCc3[nH]cnc32)cc1 (stereo not drawn)	-6	4	0.2	-6	.

nr	14-3-3 Bad PPI	Runt-CBFb FRET	Hck Nef HTS	EBV gp42 inh
1	-23	15	71*	-9
2	-7	2	11	-14
3	75*	14	22	82*
4	52	2	15	-1
5	-14	-1	6	-4
6	-14	17	0	-3
7	5	-2	29	3
8	29	-1	0	-1
9	-3	-3	-1	-9
10	6	-2	1	2
11	0[fluorescence artefact?]	-1	1	-17
12	1	1	9	-4
13	6	-1	0	-1
14	2[fluorescence artefact?]	-2	2	1
15	-2	2	24	-12

Remaining list, next part.
nr	Compound	TbHK1 inh	Runt-SMMHC FRET	zVAD death inh	p47phox inh	Mdm2 ligase inh
16	O=C(N/N=C/c1c(O)n(Cc2ccc(F)cc2)c(=S)[nH]c1=O)c1ccncc1	-26	84*	1.0	-165	-2
17	COc1ccc(CCn2c(O)c(C=NCc3cccnc3)c(=O)[nH]c2=O)cc1OC	3	-1	0.0	-3	-5
18	CC1CCN(C(=O)CCl)CC1	-6	0	-0.1	3	-9
19	CCCCNc1ccncc1S(=O)(=O)NC(=O)NC(C)C	6	0	-0.1	-6	8
20	CCC(=O)c1c(O)n(C2CCCCCC2)c(=O)[nH]c1=O	11	0	0.0	-2	-23
21	CCCC(CCC)C(=O)OC[N+](C)(C)CCOC(=O)C(O)(c1ccccc1)C1CCCC1 (stereo not drawn)	24	-3	-1.5	-5	-9
22	O=C1NC(=O)C(CCc2ccncc2)(CCc2ccncc2)C(=O)N1CCc1ccccc1	-3	0	-0.3	-7	-18
23	CCOC(=O)c1ccc2[nH]c(-c3ccc(S(=O)(=O)F)cc3)cc(=O)c2c1	-22	0	-0.9	-7	-13
24	CCCCn1c(O)c(C(C)=NCc2ccc3c(c2)OCO3)c(=O)[nH]c1=O	-12	-5	0.7	-20	-40
25	O=c1[nH]c(=O)n(-c2cccc(Cl)c2)c(O)c1C=NCCCN1CCOCC1	-1	0	0.1	-12	-7
26	C=CCN(CC#CCOc1ccccc1OC)CC=C	-6	-4	-0.8	-13	.
27	C=CCn1c(O)c(/C=N/N2CCCCC2)c(=O)[nH]c1=O	-12	-5	0.9	3	-6
28	CCN(CC)c1ccc(N=Cc2c(O)n(CCC3=CCCCC3)c(=O)[nH]c2=O)cc1	7	-113	10	-41	-20
29	COc1ccc(OC)c(CC(=O)O)c1	1	-6	2.4	-2	-2
30	CCOc1ccc(N=Cc2c(O)n(Cc3ccccc3)c(=S)[nH]c2=O)cc1	-30	6	0.3	-125	-8

nr	14-3-3 Bad PPI	Runt-CBFb FRET	Hck Nef HTS	EBV gp42 inh
16	-11	69*	-53	-2
17	-3	0	3	-4
18	6[fluorescence artefact?]	-2	-23	0
19	12	-1	6	-13
20	-8	-2	2	-9
21	11	-2	14	-9
22	4	0	-7	2
23	25	3	40	2
24	3	-4	5	-11
25	-11	1	4	-11
26	54	-1	3	1
27	-5	2	13	-12
28	-14[fluorescence artefact?]	-11	3	-110
29	7	-1	1	-13
30	-7	-74	20	-19

Nos. 16 through 24, reprinted for reference:
nr	Compound	TbHK1 inh	Runt-SMMHC FRET	zVAD death inh	p47phox inh	Mdm2 ligase inh
16	O=C(N/N=C/c1c(O)n(Cc2ccc(F)cc2)c(=S)[nH]c1=O)c1ccncc1	-26	84*	1.0	-165	-2
17	COc1ccc(CCn2c(O)c(C=NCc3cccnc3)c(=O)[nH]c2=O)cc1OC	3	-1	0.0	-3	-5
18	CC1CCN(C(=O)CCl)CC1	-6	0	-0.1	3	-9
19	CCCCNc1ccncc1S(=O)(=O)NC(=O)NC(C)C	6	0	-0.1	-6	8
20	CCC(=O)c1c(O)n(C2CCCCCC2)c(=O)[nH]c1=O	11	0	0.0	-2	-23
21	CCCC(CCC)C(=O)OC[N+](C)(C)CCOC(=O)C(O)(c1ccccc1)C1CCCC1 (stereo not drawn)	24	-3	-1.5	-5	-9
22	O=C1NC(=O)C(CCc2ccncc2)(CCc2ccncc2)C(=O)N1CCc1ccccc1	-3	0	-0.3	-7	-18
23	CCOC(=O)c1ccc2[nH]c(-c3ccc(S(=O)(=O)F)cc3)cc(=O)c2c1	-22	0	-0.9	-7	-13
24	CCCCn1c(O)c(C(C)=NCc2ccc3c(c2)OCO3)c(=O)[nH]c1=O	-12	-5	0.7	-20	-40

nr	14-3-3 Bad PPI	Runt-CBFb FRET	Hck Nef HTS	EBV gp42 inh
16	-11	69*	-53	-2
17	-3	0	3	-4
18	6[fluorescence artefact?]	-2	-23	0
19	12	-1	6	-13
20	-8	-2	2	-9
21	11	-2	14	-9
22	4	0	-7	2
23	25	3	40	2
24	3	-4	5	-11

New compounds follow:
nr	Compound	TbHK1 inh	Runt-SMMHC FRET	zVAD death inh	p47phox inh	Mdm2 ligase inh
31	O=C(c1ccncc1)C12CN3CN(CN(C3)C1)C2	-4	-2	0.1	-19	-11
32	O=C1NC(=O)C2(Cc3ccccc3N3CCOCC32)C(=O)N1c1ccccc1 (stereo not drawn)	0	2	-0.7	-6	-8
33	CCOCCN1CCN(c2nnc3n2-c2ccc(Cl)cc2C(c2ccccc2Cl)=NC3)CC1	-1	2	-0.4	2	-2
34	Cc1ccccc1CN1CCNCC1	3	3	4.5	2	-6
35	Cc1ccccc1-n1c(O)c(C=NCCN2CCOCC2)c(=O)[nH]c1=O	-3	2	1.1	-9	-12
36	CCCCn1c(O)c(C(C)=NCC2CCCO2)c(=O)[nH]c1=O (stereo not drawn)	-9	0	0.8	5	-7
37	CC1(C)CC(=O)C(C=NCCN2CCN(C(=O)Cc3ccc(Cl)cc3)CC2)=C(O)C1	-2	-3	0.1	-11	0
38	Fc1ccc(C2=CCN(C(c3ccc(Cl)cc3)c3nnnn3Cc3ccccc3)CC2)cc1 (stereo not drawn)	-8	7	0.7	-25	7
39	CN(C)CCN=Cc1c(O)n(-c2cccc3ccccc23)c(=O)[nH]c1=O	3	0	0.1	-3	-3
40	O=C(Oc1c(Cl)cc(Cl)c2ccccc12)N1CCCCC1	-4	0	0.3	-4	3
41	CC(=O)OC1(c2ccccc2)CCN(C)C(C)C1C (stereo not drawn)	1	3	-0.1	-4	-8
42	O=C(c1ccc(C(F)(F)F)cc1)C1CCCN(Cc2ccncc2)C1 (stereo not drawn)	-1	-4	0.3	-8	-3
43	CNC(=O)Oc1ccc(-c2cn3cc(C)ccc3n2)cc1	-4	-3	-0.1	5	-77
44	CC(C)C(=O)Nc1nnc(CCN(CCc2nnc(NC(=O)C(C)C)s2)[N+](=O)[O-])s1	-5	2	0.9	-14	-20
45	Cc1ccc(N2C(=O)NC(=O)C(CCc3ccncc3)(Cc3cccc(Cl)c3Cl)C2=O)cc1 (stereo not drawn)	-1	1	4.3	-7	-7

nr	14-3-3 Bad PPI	Runt-CBFb FRET	Hck Nef HTS	EBV gp42 inh
31	85*	-1	0	3
32	-2	2	-1	-18
33	3	-5	-1	-18
34	21	-2	21	-8
35	2[fluorescence artefact?]	1	-2	-11
36	-1[fluorescence artefact?]	-1	0	0
37	-7	0	-1	-8
38	-1	2	3	-7
39	-4	-2	2	-9
40	9	-1	1	-30
41	9	-2	-10	-1
42	-4	-2	18	-13
43	-6[fluorescence artefact?]	0	-2	-1
44	0	0	7	-11
45	1	-4	3	-11

Following part
nr	Compound	TbHK1 inh	Runt-SMMHC FRET	zVAD death inh	p47phox inh	Mdm2 ligase inh
46	O=C1c2ccccc2C(=O)N1Cc1nc2ccccc2c(=O)n1-c1cccnc1	1	2	-0.1	-13	9
47	CC(=O)OC1N=C(c2ccc(Cl)cc2)c2cc(Br)ccc2NC1=O (stereo not drawn)	1	3	0.7	-14	0
48	CCNC(=O)NNC(=O)C1CC(c2cccnc2)=NO1 (stereo not drawn)	2	-6	2.5	-5	-12
49	Cc1cc(C=C2C(=O)NC(=O)NC2=O)c(C)n1-c1ccncc1	1	-2	-0.8	-19	-9
50	Cc1ccc2cc3cc(C(=O)N4CCC5(CC4)OCCO5)oc3nc2c1	10	0	0.5	9	-14
51	CC/C(=N\Nc1ccccc1)c1c(O)n(C)c(=O)n(C)c1=O	-6	-1	-0.1	-9	-5
52	COCCOC(=O)C1=C(C)OC(N)=C(C(=O)OC)C12C(=O)Nc1ccccc12 (stereo not drawn)	-2	2	1.6	-9	-9
53	CCC1(CC)C(=O)N(C)C(=O)NC1=NC	8	-1	-0.3	-10	-9
54	COc1ccc(CC2c3cc(OC)c(OC)cc3CCN2C)cc1OC (stereo not drawn)	-3	2	-0.1	-3	-13

nr	14-3-3 Bad PPI	Runt-CBFb FRET	Hck Nef HTS	EBV gp42 inh
46	-2	-1	8	-10
47	1	-1	5	-6
48	6	0	1	-12
49	-5	-1	29	-3
50	-3[fluorescence artefact?]	-1	7	-10
51	-12	0	2	-15
52	2	-1	0	-2
53	-3	-1	14	-5
54	-2	0	0	-6
